USP2a inh: inhibitors of human ubiquitin-specific protease USP2a. USP2a enzymatic assay, qHTS inhibition. Potency, µM (highest dose often 38.3 µM), inactives show at the highest dose activity change, negative = inhibition, hits mostly inhibitors. 60,000 tested, 0.1% active. AID 927;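 also: potency is read from the fitted curve at half-maximal effect; nearly all actives have a fitted effect of over 60% in size; plate controls were DMSO for no effect and NEM full inhibition control for full effect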
Target sequence (O75604 whole entry, looked up): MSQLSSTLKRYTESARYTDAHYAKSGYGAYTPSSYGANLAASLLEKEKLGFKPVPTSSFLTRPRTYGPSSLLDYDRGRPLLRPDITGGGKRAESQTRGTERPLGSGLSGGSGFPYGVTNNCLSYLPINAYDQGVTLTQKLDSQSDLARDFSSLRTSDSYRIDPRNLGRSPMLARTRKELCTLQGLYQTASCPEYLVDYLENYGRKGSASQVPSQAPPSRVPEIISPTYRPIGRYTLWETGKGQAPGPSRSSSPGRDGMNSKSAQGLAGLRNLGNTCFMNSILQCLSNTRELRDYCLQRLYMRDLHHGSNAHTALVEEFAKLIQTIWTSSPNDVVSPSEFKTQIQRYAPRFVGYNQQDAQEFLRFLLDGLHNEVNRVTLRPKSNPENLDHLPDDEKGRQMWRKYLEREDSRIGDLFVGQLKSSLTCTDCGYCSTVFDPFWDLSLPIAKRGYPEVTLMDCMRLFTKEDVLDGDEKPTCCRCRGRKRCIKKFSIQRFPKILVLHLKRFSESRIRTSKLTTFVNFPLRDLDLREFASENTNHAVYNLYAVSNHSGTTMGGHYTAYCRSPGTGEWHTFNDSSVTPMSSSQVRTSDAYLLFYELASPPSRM
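Inhibition is measured in a cell-free coupled assay with 20 nM USP2 core, 20 nM Ub-PLA2 and 20 uM NBD C6-HPC, 2.5 h incubation. Activity normalized to NEM control.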
Pol III holo inh: blocks replication by bacterial DNA polymerase III holoenzyme. AID 603. Potency, µM (titrated, usually from 57.1 µM), without a hit: top-dose activity change, negative = inhibition. 71,000 tested, 0.25% active. reconstituted DNA polymerase III holoenzyme replication, biochemical; also: potency is read from the fitted curve at half-maximal effect; % is scaled to controls: 0 for no effect and ±100 for the full control effect
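Reconstituted *E. coli* holoenzyme (0.35 nM Pol III, 1 nM beta, 154 nM SSB, 2 nM primase) was preincubated with compound for 15 min at RT. Synthesis on 1.4 nM ssM13Gori ran 35 min, then was stopped with PicoGreen/EDTA and read as dsDNA fluorescence.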
Caspase-1 inhib: caspase-1 (human) inhibition, allosteric or competitive; P29466; Caspase-1 enzyme, Ac-WEHD-AFC fluorogenic rate; Potency, µM (highest dose often 57.5 µM), inactives show at the top dose activity change, negative = inhibition, actives largely listed as inhibitors; 75,000 tested, 0.03% active; AID 900;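 also: potency is read from the fitted curve at half-maximal effect; plate controls were vehicle for no effect and no substrate for full effect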
HADH2 inh: inhibitors of human HADH2 dehydrogenase; Q99714; recombinant HADH2, NADH fluorescence, beta-hydroxybutyryl-CoA; Potency, µM (titrated, usually from 57.1 µM), without a hit: at the top dose activity change, negative = inhibition, hits mostly inhibitors; 73,000 tested, 3.4% active; AID 886; also: potency is read from the fitted curve at half-maximal effect; % is scaled to controls: 0 for no effect and ±100 for the full control effect; nearly all actives have a fitted effect of over 60% in size; many of its hits are not listed in these tables
Target sequence (Q99714 whole entry, looked up, one chain of several): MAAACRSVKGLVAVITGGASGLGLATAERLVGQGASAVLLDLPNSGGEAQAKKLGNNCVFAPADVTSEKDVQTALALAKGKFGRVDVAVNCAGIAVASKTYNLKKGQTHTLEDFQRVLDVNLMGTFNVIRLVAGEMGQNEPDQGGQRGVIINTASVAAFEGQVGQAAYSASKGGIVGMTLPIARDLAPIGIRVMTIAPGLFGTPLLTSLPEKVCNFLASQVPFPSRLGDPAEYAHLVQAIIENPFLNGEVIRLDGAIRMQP
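His-tagged recombinant enzyme from E. coli, 20 nM, preincubated 15 min RT with compound; reaction started with 1 mM NAD+ and 90 uM beta-hydroxybutyryl-CoA in 100 mM Tris-HCl pH 9.0. NADH fluorescence (ex 360/em 450) read over 4 min; last-minus-first difference.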
Rhodamine fluor: compound fluoresces in the rhodamine spectral region. Rhodamine-region fluorescence, 547/598 nm, Tris buffer; stronger effect = higher value. max dye-equivalent concentration, M. 59,000 tested, 0.05% active. AID 594; in the data active = max dye-equivalent concentration above about 11 nM; inconclusive = between about 1.1 nM and that limit
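Read-out is relative fluorescence at 547 nm excitation and 598 nm emission, expressed as dye-equivalent concentration using rhodamine standards on every plate. Each compound was profiled across a concentration series after 15 min in 100 mM Tris, pH 8.0.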
ALOX15 inhib: 15-hLO (ALOX15) enzyme inhibition; Potency, µM (titrated, usually from 57.1 µM), inactives show top-dose activity change, negative = inhibition, hits mostly inhibitors; 74,000 tested, 1.4% active; P16050; purified 15hLO-1, xylenol orange hydroperoxide absorbance; also: potency is read from the fitted curve at half-maximal effect; % is scaled to controls: 0 for no effect and ±100 for the full control effect; nearly all actives have a fitted effect of over 55% in size
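Compounds were preincubated 15 min at room temperature with 40 nM purified human enzyme (25 mM Hepes pH 7.5, 0.01% Triton X-100); 50 uM arachidonic acid reacted 6 min. Fe-xylenol orange detection, 30 min, absorbance ratio 573/405 nm.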
BRCT PPI red: disrupts BRCA1 BRCT binding to phosphoprotein, red fluorophore readout | P38398 | 75,000 tested, 0.03% active | Potency, µM (highest dose often 76.9 µM), without a hit: at the highest dose activity change, negative = inhibition, hits mostly inhibitors | BRCT-phosphopeptide binding, red fluorescence polarization; also: % is scaled to controls: 0 for no effect and ±100 for the full control effect
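Fluorescence polarization: 100 nM His-tagged BRCA1 BRCT with 100 nM TAMRA-labelled phospho-BACH1 decapeptide, phosphate buffer pH 7.3 with 150 mM NaCl, DTT, 0.01% Tween 20; 12 min RT. Binding inhibition seen as FP decrease.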
Tau filament bind: tau filament binding; P10636; recombinant tau filaments, thioflavin S fluorescence, 15 h; filaments grown with octadecylsulfate alongside compound; Potency, µM (titrated, usually from 57.1 µM), for inactives: at the highest dose activity change, negative = inhibition; 71,000 tested, 2% active; AID 596;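 also: potency is read from the fitted curve at half-maximal effect; % is scaled to controls: 0 for no effect and ±100 for the full control effect; actives lower thioflavin S fluorescence by blocking filaments or displacing dye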
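Tau 2 uM in ThS buffer dispensed; compound added; 60 uM ODS added (finals 1 uM tau, 30 uM ODS); 15 h 37 C; fluor ex450/em510.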
BRCT inh green: blocks human BRCA1 BRCT binding to phosphopeptide, green readout | P38398 | BRCA1 BRCT-phosphopeptide binding, green fluorescence polarization | Potency, µM (top dose mostly 76.9 µM), for inactives: at the top dose activity change, negative = inhibition, usual class: inhibitors | 75,000 tested, 0.05% active;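 also: potency is read from the fitted curve at half-maximal effect; plate controls were peptide without protein for full effect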
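Fluorescence polarization: His-tagged BRCT (~35 kDa BRCA1 C-terminus, 250 nM) bound to 100 nM fluorescein-labeled phosphorylated 10-aa BACH1 peptide, pH 7.3 phosphate buffer with DTT and Tween 20. Compounds incubated 12 min at room temperature; inhibition read as lowered polarization.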
HEK293 cAMP ctrl: counter-screen for TSHR agonists: cAMP increase in parental HEK293; parental HEK293 CNG cAMP sensor, membrane potential fluorescence; Potency, µM (doses to about 57.1 µM), inactives show at the highest dose activation, hits mostly activators; 73,000 tested, 2.5% active; AID 938; also: potency is read from the fitted curve at half-maximal effect; % of control where 0% means no effect; nearly all actives have a fitted effect of over 55% in size
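Parental HEK 293 cells stably expressing a cAMP-gated CNG channel were loaded with membrane potential dye containing 100 uM RO 20-1724 for 60 min. Compound added for 30 min; depolarization read as fluorescence intensity at 590 nm.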
Caspase-7 inhib: blocks human caspase-7 allosterically or competitively | recombinant caspase-7, Ac-DEVD-AFC fluorescence rate | 75,000 tested, 0.02% active | AID 889 | P55210 | Potency, µM (doses to about 57.5 µM), without a hit: at the top dose activity change, negative = inhibition, hits mostly inhibitors; active = well fitted inhibition curve with a large enough effect in the main read-out, with a control signal flat, not every such curve was filed as active; inconclusive = small, poorly fitted or top-dose-only effect, or a change in a side signal; also: potency is read from the fitted curve at half-maximal effect; % of control where 0% means no effect
Starred values were filed as active, the others as inactive; i = inactive; u = inconclusive; x = not tested or not shown; [ ] = remark or other dose. Unless noted, calls follow the shape of the dose curve; as a rule, active = well fitted curve in the direction sought with a large enough effect; inconclusive = small, poorly fitted or top-dose-only effect, or another doubt; inactive = no such curve, though single readings can be large; an effect the other way counts as inactive or inconclusive.

Screens in order – USP2a inh | Pol III holo inh | Caspase-1 inhib | HADH2 inh | Rhodamine fluor | ALOX15 inhib | BRCT PPI red | Tau filament bind | BRCT inh green | HEK293 cAMP ctrl | Caspase-7 inhib
#1 CCN(CC)CCN1C(=O)c2oc3ccccc3c(=O)c2C1c1ccc(F)cc1 (stereo not drawn)
→ 20% | -2% | -3% | 0% | i | 11% | -4.8% | -29% | -1.3% | 1% | -1%
#2 CN1CCN(c2nc(-c3ccccc3)nc3c2oc2ccccc23)CC1
→ 18% | -7% | 1% | -13% | i | -4% | -0.9% | 12% | -0.3% | -10% | -1%
#3 COc1ccc(C/C(O)=C(\C#N)c2nc3ccccc3[nH]2)cc1OC
→ 14% | -3% | -3% | 0% | x | -5% | 1.7% | 453% | -1.8% | -9% | 0%
#4 O=C(c1ccco1)N1CCN(C(=O)c2sccc2-c2ccccc2)CC1
→ 1% | -6% | -1% | 1% | i | 9% | 1.8% | -8% | -1.8% | u | 0%
#5 COc1cc(-c2coc3cc(O[C@H]4OC(CO)C(O)C(O)C4O)c(OC)c(O)c3c2=O)cc(O)c1OC (stereo partly drawn)
→ -7% | x | 4% | x | x | -7% | 2.0% | x | 1.2%[3.08 µM] | x | 1%
#6 COc1ccc(C(=O)OCC(=O)c2cc(OC)ccc2OC)c(OC)c1
→ 5% | -2% | 0% | -4% | i | -2% | -0.5% | 16% | -1.7% | 0% | -1%
#7 Nc1cc(=O)[nH]c(SCc2nnc(-c3ccccc3)o2)n1
→ 9% | u | 0% | 4% | i | -11% | -3.8% | 1% | -3.4% | 7% | -1%
#8 COC(=O)c1[nH]c2cc(OC)c(OC)cc2c1NC(=O)c1cccc(OC)c1
→ 31%[activator] | 0% | 0% | 6% | i | -3% | -1.3% | -2% | 0.6% | -32%[inhibitor] | 2%
#9 Cc1nc(/C=[N+](\[O-])C(C)(C)/C=N/O)n(O)c1C
→ -7% | -5% | -2% | -11% | i | 5% | 0.6% | 6% | -1.0% | 4% | 1%
#10 Cc1ccc(C)c(S(=O)(=O)NC(CCC(N)=O)C(=O)O)c1 (stereo not drawn)
→ 7% | -5% | 2% | 4% | i | -17% | 0.0% | 9% | -0.8% | -6% | 0%
#11 CCOCc1cc(C2NC(=O)NC(C)=C2C(=O)OCC)ccc1OC (stereo not drawn)
→ 5% | -1% | -1% | 2% | i | -2% | -1.8% | -5% | 0.5% | 2% | -4%
#12 Cn1cnnc1SCC(=O)Nc1ccccc1Sc1ccccc1
→ 2% | 4% | 1% | 7% | i | 13% | 1.5% | -13% | -0.8% | 5% | 1%
#13 CC1(C)CC2(CCO1)CNC(=O)O2 (stereo not drawn)
→ -2% | -2% | 0% | 2% | x | 1% | 0.3% | 8% | -1.2% | 5% | 1%
#14 CCCCc1c(O)nc(SCC(=O)NCCc2ccc(OC)c(OC)c2)[nH]c1=O
→ 112%[activator] | 2% | 0% | -1% | i | 6% | -1.6% | -6% | -0.8% | 8% | 1%
#15 CCc1ccc(NC(=O)CNS(=O)(=O)c2c(C)noc2C)cc1
→ 13% | -1% | -1% | 2% | i | 0% | -1.2% | 3% | 1.4% | u | -1%
#16 CC(CN1CCOCC1)OC(=O)COc1ccc(F)cc1 (stereo not drawn)
→ 3% | 8% | 3% | 9% | i | 6% | 0.7% | 7% | -1.5% | 0% | 1%
#17 CCN(CC)C(c1ccc(F)cc1)c1nnnn1C1CCCCC1 (stereo not drawn)
→ -7% | 0% | -4% | -6% | i | -9% | -2.8% | 33% | 0.3% | 17% | -1%
#18 CSc1ccc(Cl)c(C(=O)OCC(=O)NCc2ccco2)c1
→ 11% | u | 0% | -16% | i | -22% | -0.5% | 6% | -0.4% | u | -5%
#19 Cc1ccc(S(=O)(=O)N(CC(O)CN2CCCCC2)c2ccccc2)cc1 (stereo not drawn)
→ x | 10% | -3% | 7% | x | -5% | -0.4% | -13% | -0.4% | 24% | 0%
#20 COc1ccccc1N1CCN(C(=O)CCCCn2c(=O)[nH]c3ccsc3c2=O)CC1
→ x | -1% | 0% | -2% | x | 5% | 0.4% | 6% | -1.3% | -4% | 2%
#21 O=C(c1cc2nc(-c3ccco3)cc(C(F)(F)F)n2n1)N1CCN(c2ccccc2)CC1
→ 38%[activator] | 4% | -12% | -26% | x | -25% | -1.3% | 10µM* | 1.3% | -35%[inhibitor] | -18%
#22 COc1ccc(N(CC(=O)NCc2ccco2)S(=O)(=O)c2c(C)nn(C)c2C)cc1
→ x | -9% | -2% | 4% | x | 4% | -0.4% | -9% | -0.5% | 12% | 0%
#23 COc1cccc(-n2c(COc3ccc(C)cc3)nnc2SCC(N)=O)c1
→ 0% | -2% | -2% | 8% | i | -18% | -0.1% | -6% | -1.8% | 2% | 1%
#24 CCCn1c(=O)c2[nH]c(-c3ccc(OCC(=O)NCCN)cc3)nc2n(CCC)c1=O
→ 9% | 0% | 3% | 40%[activator] | i | u | -2.4% | 41% | -2.5% | -15% | -1%
#25 Cn1cccc1C(C(=O)NC1CCCCC1)N(C(=O)Cc1cccs1)c1ccc2c(c1)OCO2 (stereo not drawn)
→ 11% | -4% | -1% | 3% | i | -14% | 1.8% | 1% | -2.8% | u | 0%
#26 COc1ccc(NS(=O)(=O)c2c(C)n(C)c(=O)n(C)c2=O)cc1OC
→ x | -4% | -4% | 8% | x | 3% | 0.1% | -9% | -0.1% | 1% | 4%
#27 Cc1ccn2cc(CNS(=O)(=O)c3ccc4c(c3)OCCO4)nc2c1
→ x | -6% | -3% | 13% | x | 11% | 0.7% | -4% | 1.1% | 18% | -4%
#28 O=C1NC(Cc2c[nH]c3ccccc23)C(=O)N1CCOc1ccc(F)cc1 (stereo not drawn)
→ 12% | -6% | 2% | 9% | i | -1% | 0.3% | 11% | -0.7% | -12% | 2%
#29 Cn1c(=O)[nH]c(=O)c2c1nc(Br)n2CCCO
→ -1% | -1% | -2% | -14% | i | 0% | -0.8% | -6% | -2.2% | 7% | -1%
#30 CC1Oc2ccccc2N(CC(=O)Nc2ccc3c(c2)OCO3)C1=O (stereo not drawn)
→ x | -4% | 1% | -19% | i | 9% | -0.2% | -14% | -3.2% | u | 0%
#31 Cc1cc(NC(=O)CCN2CCC(C(N)=O)CC2)ccc1Br
→ 1% | -2% | -1% | -3% | x | -6% | 1.5% | -19% | -2.0% | 12% | 0%
#32 COc1ccc2c(=O)c(N3C(=O)c4ccccc4C3=O)coc2c1
→ 17% | 4% | 2% | 8% | i | -8% | 0.6% | 0% | -0.9% | -4% | -2%
#33 CC(C)Cn1c(N)c(C(=O)COC(=O)C2=COCCO2)c(=O)n(C)c1=O
→ 0% | -7% | 3% | 4% | i | 7% | -1.0% | -7% | -1.9% | 5% | 0%
#34 N#CCCn1c(=O)c(-c2cccc(C#N)c2)nc2cnc(Oc3ccccc3)nc21
→ 101%[activator] | -10% | -13% | 8% | i | -4% | -2.5% | -14% | -0.7% | 5% | -20%
#35 CCCC1(C(=O)OCC)NC(c2ccc(N(C)C)cc2)C2C(=O)N(c3ccc(OCC)cc3)C(=O)C21 (stereo not drawn)
→ 22% | -2% | -2% | u | i | -6% | -0.2% | -2% | -2.2% | -5% | -3%
#36 COc1ccc(C(=O)N2CCC[C@@]3(CCN(Cc4ccccc4OC)C3)C2)cc1
→ 20% | -8% | 1% | 3% | i | 0% | -0.5% | 9% | 0.8% | 16µM* | 0%
#37 CCCn1nnc(NC(=O)Cc2ccc(Cl)cc2)n1
→ 3% | -5% | 2% | 9% | i | 1% | 0.8% | -15% | -1.1% | -1% | 0%
#38 CCNC(=O)c1cc2c(=O)n3cccc(C)c3nc2n1C
→ 1% | -3% | -5% | u | i | -1% | 3.0% | 7% | -0.1% | 11% | -3%
#39 O=C(NCc1ccco1)C1CCCN(S(=O)(=O)c2cccc3nsnc23)C1 (stereo not drawn)
→ -3% | -2% | -1% | 8% | i | 5% | -0.1% | 1% | -2.4% | 3% | 0%

One compound at a time, from the list above. Screens in order: USP2a inh | Pol III holo inh | Caspase-1 inhib | HADH2 inh | Rhodamine fluor | ALOX15 inhib | BRCT PPI red | Tau filament bind | BRCT inh green | HEK293 cAMP ctrl | Caspase-7 inhib
Profile of CCN(CC)CCN1C(=O)c2oc3ccccc3c(=O)c2C1c1ccc(F)cc1 (stereo not drawn) : 20% | -2% | -3% | 0% | i | 11% | -4.8% | -29% | -1.3% | 1% | -1%
Profile of O=C1NC(Cc2c[nH]c3ccccc23)C(=O)N1CCOc1ccc(F)cc1 (stereo not drawn) : 12% | -6% | 2% | 9% | i | -1% | 0.3% | 11% | -0.7% | -12% | 2%

These rows are one share of the data; the hit share may differ from the screen's.
